Source: PubChem (several laboratories)
MITF TRPM1 inh: reduces MITF-dependent TRPM1 promoter luciferase signal. SK-MEL-5 TRPM1 promoter luciferase, 24 h. inhibition, % at 12.5 µM. 330,000 compounds, 0.83% hits;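 active means mean inhibition across replicates of 60% or more, whatever share of single replicates reaches that level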; further: values of inactives mirror those of a sister screen read the other way
Peg3 prom inh: reduces Peg3 promoter-driven luciferase expression in HeLa; HeLa PEG-Prom luciferase reporter, luminescence, overnight; 360,000 compounds, 1.7% hits; inhibition, % at 20 µM;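 active means inhibition of at least 50% at 20 µM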
HIF-2a inh: HIF-2a inhibition; inhibition, % at 18.8 µM; 786-0 RCC cells HIF-2a reporter, luciferase luminescence, overnight; AID 624352; 360,000 compounds, 0.72% hits;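 active means inhibition of the luminescence signal of 40% or more relative to plate controls, in a single-dose primary screen at 18.75 µM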
Shn3 inh set2: inhibitors of Schnurri-3 3'UTR reporter in osteoblasts; Clone20 osteoblast Shn3 3'UTR firefly luciferase, 24 h; inhibition, % at 12.5 µM; 360,000 compounds, 0.52% hits;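 active means mean inhibition of at least 75% with every replicate also reaching 75%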;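 further: 0% = median of neutral control wells and 100% = pilot-screen positive control compound; some compounds past the cut are filed as inactive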
TROY NFkB inh: TROY signaling inhibition. Q293 LMP1-TROYcd NF-kB luciferase reporter, 4 h. inhibition, % at 10 µM. 360,000 compounds, 0.98% hits. AID 1347056;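 active means compounds whose plate-normalised and pattern-corrected inhibition of the luciferase reporter signal at the single screening dose is 50% or more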
TWEAK-Fn14 inh: TWEAK-Fn14 signaling inhibition | TWEAK-stimulated Fn14 reporter cells, luciferase luminescence, 8 h | inhibition, % at 10 µM | 360,000 compounds, 2% hits | AID 1159606; in the data active means inhibition above about 50%
NR2E3 ag-1: human photoreceptor-specific nuclear receptor agonism | AID 602229 | CHO-S Gal4-NCOR/VP16-NR2E3 two-hybrid, luciferase | Q9Y5X4 | 360,000 compounds, 0.35% hits | inhibition of corepressor binding, % at 3.98 µM;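 active means inhibition above the mean of all tested compounds plus 3 SD, cut at about 70% in these data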;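 further: 0% = DMSO with NR2E3 transfected cells and 100% = cells lacking NR2E3 construct; higher means lower luciferase signal from less NR2E3 corepressor binding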
Target sequence (Q9Y5X4 whole entry, looked up, the tested form may be a part): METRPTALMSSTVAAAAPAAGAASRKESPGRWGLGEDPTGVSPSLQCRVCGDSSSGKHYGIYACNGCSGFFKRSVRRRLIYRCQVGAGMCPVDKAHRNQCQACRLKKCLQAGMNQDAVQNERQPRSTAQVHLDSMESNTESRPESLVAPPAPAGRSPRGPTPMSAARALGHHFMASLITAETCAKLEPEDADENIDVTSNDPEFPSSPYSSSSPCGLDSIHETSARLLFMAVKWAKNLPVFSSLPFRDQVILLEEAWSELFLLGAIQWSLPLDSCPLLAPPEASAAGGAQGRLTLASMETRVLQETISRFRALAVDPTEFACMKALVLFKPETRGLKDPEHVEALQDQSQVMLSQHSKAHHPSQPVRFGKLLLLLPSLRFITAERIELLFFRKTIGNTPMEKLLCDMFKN
CF NFkB block: cystic fibrosis NF-kB activation inhibition | KKLEB NF-kB-GFP reporter, PAF-induced, GFP fluorescence overnight | inhibition, % at 5 µM | 360,000 compounds, 0.86% hits | AID 588850;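 active means at least 50% inhibition at 5 µM, scaled per plate between neutral and stimulator controls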;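 further: PAF is a Pseudomonas aeruginosa culture filtrate used as stimulus; plate controls were PAF-stimulated DMSO wells for no effect and unstimulated DMSO wells for full effect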
NR2E3 ag-2: agonists of human nuclear receptor NR2E3 | AID 2300 | inhibition of corepressor binding, % at 4.78 µM | GST-NR2E3/biotin-RetCOR TR-FRET, 1536-well | 320,000 compounds, 0.12% hits | Q9Y5X4;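 active means percent inhibition above the cutoff of mean plus 3 SD of all tested compounds, set per screening campaign, cut at about 20% in these data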;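 further: 0% = DMSO wells and 100% = biotin wells as full block of FRET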
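Material: NR2E3–RetCOR corepressor complex / Amount: 1.35 nM GST-NR2E3 / Medium: Tris pH 7.5 / Compound: single nominal compound dose of 4.8 µM / Incubation: 5 h at 4 °C / Technique: TR-FRET, Eu(K)-anti-GST donor, streptavidin-D2 acceptor, ex 340, em 617/671 nm / Read-out basis: percent loss of FRET ratio relative to control wells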
KKLEB cytotox: CF airway cell cytotoxicity counter-screen; 360,000 compounds, 0.36% hits; KKLEB CF airway cells viability, ATPlite luminescence, overnight; active compounds read low; cells stimulated with P. aeruginosa culture filtrate; activity change (cytotoxicity), % at 5 µM;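 active means corrected activity change at or below -50% at 5 µM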
C8 TRAIL sens: caspase-8 TRAIL sensitization; inhibition (viability loss, TRAIL sensitization), % at 10 µM; NB7+C8 cells + TRAIL, ATPlite viability luminescence; 360,000 compounds, 1% hits;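 active means compounds causing at least 50% loss of cell viability in the single-dose screen, relative to plate controls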
Starred values were filed as active, the others as inactive; nt = not tested or not shown. This is a subset (hit frequency here may not be typical).

Start of the data: the first five records (preview)
Molecule,MITF TRPM1 inh,Peg3 prom inh,HIF-2a inh,Shn3 inh set2,TROY NFkB inh,TWEAK-Fn14 inh,NR2E3 ag-1,CF NFkB block,NR2E3 ag-2,KKLEB cytotox,C8 TRAIL sens
O=C1NC2(C=Cc3c(ccc4ccccc34)O2)Oc2ccccc21 (configuration not stated),-23,-97,-357,-52,-13,-18,-27,-23,4,6,-5
COc1cccc(/C=C/C(=O)OCC(=O)Nc2cccc(S(=O)(=O)N3CCOCC3)c2)c1OC,-8,9,-10,3,11,12,-6,-3,2,2,5
Cc1cc(C)c(S(=O)(=O)N2CCN(c3ccc([N+](=O)[O-])c(NCc4ccco4)c3)CC2)c(C)c1,-10,-1,6,-1,1,-16,-2,8,-1,9,12
CCn1cc(CN2CCC(C(=O)Nc3cccc(-c4cccc(OC)c4)c3)CC2)cn1,-3,7,16,-22,12,1,9,29,3,-10,9
COCCCN(C(=O)c1ccccc1F)c1nc(-c2ccc(OC)cc2)cs1,-2,6,-13,17,18,8,-2,1,2,-13,2

Main list, from the start:
Molecule,MITF TRPM1 inh,Peg3 prom inh,HIF-2a inh,Shn3 inh set2,TROY NFkB inh,TWEAK-Fn14 inh,NR2E3 ag-1,CF NFkB block,NR2E3 ag-2,KKLEB cytotox,C8 TRAIL sens
O=C1NC2(C=Cc3c(ccc4ccccc34)O2)Oc2ccccc21 (configuration not stated),-23,-97,-357,-52,-13,-18,-27,-23,4,6,-5
COc1cccc(/C=C/C(=O)OCC(=O)Nc2cccc(S(=O)(=O)N3CCOCC3)c2)c1OC,-8,9,-10,3,11,12,-6,-3,2,2,5
Cc1cc(C)c(S(=O)(=O)N2CCN(c3ccc([N+](=O)[O-])c(NCc4ccco4)c3)CC2)c(C)c1,-10,-1,6,-1,1,-16,-2,8,-1,9,12
CCn1cc(CN2CCC(C(=O)Nc3cccc(-c4cccc(OC)c4)c3)CC2)cn1,-3,7,16,-22,12,1,9,29,3,-10,9
COCCCN(C(=O)c1ccccc1F)c1nc(-c2ccc(OC)cc2)cs1,-2,6,-13,17,18,8,-2,1,2,-13,2
Cn1nnnc1NN=Cc1ccccc1,nt,23,-2,-36,-15,-19,11,-3,nt,-4,-13
CCOc1ccc2[nH]c(=O)c(=O)[nH]c2c1,17,9,6,-5,12,-40,2,6,1,-5,-6
COC(=O)c1cc(C)nc(Sc2ccccc2NC(C)=O)n1,nt,4,10,14,-31,12,-15,-8,-2,2,-3
Nc1ccc(CCc2nc3ccccc3o2)cc1,-68,-180,-85,-44,-5,35,-98,10,1,1,37
CN1C(=O)c2cccc3c(S(=O)(=O)Nc4ccccn4)ccc1c23,-3,-23,-11,-42,-10,6,-17,-55,0,-2,-16
CCCCn1nc(C(=O)N(CC)CC(=O)Nc2c(F)cccc2F)c2ccccc2c1=O,6,26,10,6,7,1,-14,-6,0,10,-5
O=C(c1cccnc1)N1CCc2ccccc2C1,6,-8,-12,-19,8,7,8,-18,3,2,-12
Cc1nn(C2CCS(=O)(=O)C2)c(Cl)c1/C=C/C(=O)OCC(=O)Nc1ccc2c(c1)OCO2 (configuration not stated),-5,5,10,14,-8,2,-18,6,6,0,-5
CSc1nc(NCCCO)c2c3c(sc2n1)CN(C)CC3,4,-3,17,-1,-13,11,-10,4,4,-14,-4
CC1(C(=O)Nc2ccc(Cl)cc2)Cc2c(-c3ccc(C(N)=O)cc3)ccnc2O1 (configuration not stated),nt,29,28,23,-11,-81,-25,-44,nt,-10,3
COc1cc2c(cc1OC(C)=O)CCCCC2=O,5,3,-2,-14,-9,-33,4,-17,nt,11,-11
CCNC(=S)N/N=C(\C)c1ccc(N2CCOCC2)cc1,-2,-9,-2,-3,-13,-18,-22,-7,0,8,-1
CCN1CCCC1CNC(=O)c1ccc2c(c1)NC(=O)/C(=C\c1ccccc1F)S2 (configuration not stated),nt,57*,-13,-18,12,-25,5,9,nt,-15,29
O=C(COc1ccc(S(=O)(=O)NCc2ccccc2)cc1Cl)NCC1CCCO1 (configuration not stated),9,1,10,16,-4,-10,-18,-33,-1,5,5
COc1c(Cl)cc(Cl)cc1CNCCO,-7,-3,8,0,2,3,-4,11,3,0,-5
CCOC(=O)C1(Cc2cccc(OC)c2)CCN(Cc2cccc(O)c2)CC1,7,9,19,55,20,24,-12,8,3,-2,-3
CCOc1cc(C(=O)OCC(=O)c2c[nH]c3ccccc23)ccc1OCC(=O)N1CCOCC1,11,17,15,-4,5,5,-44,-3,0,5,-2
CCOc1ccc(-c2c(=O)n(OCc3ccccn3)c3ccccc3[n+]2[O-])cc1,-19,-59,-61,-5,-12,-24,-22,-12,-1,2,-2
CCOC(=O)c1ccc(OS(=O)(=O)c2ccccc2)c(OC)c1,-78,-222,-216,-56,-61,-21,-151,-3,-2,10,14
CCS(=O)(=O)N1CCCC(C(=O)c2ccc(OC)cc2C)C1 (configuration not stated),-1,7,18,6,0,2,-28,18,3,-9,-1
Cc1nnc(SCC(=O)Nc2ccc3c(c2)OCO3)[nH]c1=O,19,6,15,-2,-27,-11,-18,1,3,0,-1
O=Cc1ccc(-n2cccn2)cc1,6,7,3,1,2,-3,-19,11,3,6,-2
Cc1csc(SCC(=O)c2c(N)n(CC(C)C)c(=O)n(C)c2=O)n1,23,14,-26,55,21,52*,10,-14,-1,1,14
NC(=O)C1CCN(C(=O)CCNS(=O)(=O)c2ccccc2F)CC1,8,7,0,-4,-19,18,13,-11,0,6,-3
Cc1coc2c(C)c3oc(=O)cc(-c4ccccc4)c3cc12,12,74*,6,-16,22,-26,-21,-3,-2,-6,19
Cc1ccc(C(=O)/C=C\Nc2ccc(C)c(C)c2)cc1,-42,-229,-219,-52,-76,5,-78,-13,1,2,31
COc1ccc2c(c1)-c1nc(/N=C/c3ccc(O)c(OC)c3)sc1CC2,-14,-65,-34,-20,13,-1,-3,-3,-1,-4,-6
O=C(CSc1cccc(C(F)(F)F)c1)Nc1cc(S(=O)(=O)N2CCCC2)ccc1Cl,5,12,8,26,-7,-7,-16,-6,4,18,-9
O=C(NCCCCNC(=O)c1c(F)c(F)c(F)c(F)c1F)c1c(F)c(F)c(F)c(F)c1F,-6,20,33,-6,-11,-5,22,-10,1,-9,-12
COc1ccc(-c2nn3c(COc4ccccc4)nnc3s2)cc1OC,4,17,13,-12,8,-29,-21,15,2,-14,-3
COc1ccc([C@@H]2[C@@H]3C(=O)N(C(C)(C)C)C(=O)[C@@H]3[C@]3(Cc4ccc(Cl)cc4)C(=O)N(c4ccc(OC)cc4)C(=O)N23)cc1,-3,-22,-22,10,-46,-6,-16,17,2,8,0
CC(=O)NC(CC(=O)NC(C)c1ccc(Cl)cc1Cl)c1ccccc1 (configuration not stated),13,1,20,13,1,24,14,-5,4,9,11
Cc1cccc(NS(=O)(=O)c2cc(Cl)ccc2Cl)n1,-9,7,18,-2,-7,-2,13,-18,4,3,-15
CCc1ccc(N(CC(=O)N2CCCC2)S(C)(=O)=O)cc1,nt,1,9,-11,12,4,11,9,nt,1,6
COc1ccccc1C(O)c1nccn1C (configuration not stated),8,3,-3,-43,-6,2,-14,0,-1,-4,8
O=C(NCc1ccc2c(c1)OCO2)c1c(-c2ccccc2)sc2ccccc12,-41,-143,-90,1,-19,-7,-47,-14,nt,5,14
COc1ccc(C(=O)Nc2ccnn2C2CCN(CCC(C)c3ccc(C)o3)CC2)cc1 (configuration not stated),2,-2,-8,-5,-14,7,-7,4,-2,1,-1
CN(C(=O)COC(=O)C1(C)CC1(Cl)Cl)c1c(N)n(Cc2ccccc2)c(=O)[nH]c1=O (configuration not stated),5,4,0,8,0,2,10,26,6,-9,3
O=C(Nc1ccc(S(=O)(=O)N2CCOCC2)cc1)c1ccccc1F,4,1,-3,2,-2,-1,11,-6,-1,-3,-3
CN(C)c1ccc(-c2nc3cnccn3c2Nc2ccc3c(c2)OCCO3)cc1,-13,-193,-214,-53,-17,-6,-116,0,-1,-8,-32
COc1ccc(OCC(O)CN2C(=O)c3ccccc3S2(=O)=O)cc1 (configuration not stated),-5,8,-13,-12,-19,10,-51,4,0,3,-8
O=C1CC(N2CCN(c3ccccc3F)CC2)C(=O)N1c1ccc(F)cc1 (configuration not stated),5,14,22,-6,-4,-3,-10,-8,2,-1,-9
O=C(Cn1ccnc1)c1ccc(Cl)cc1,1,5,2,14,-15,15,0,-11,2,8,3
COC(=O)c1c(NC(=S)NNC(=O)c2ccc(Cl)s2)sc(C(=O)N(C)C)c1C,-4,-8,-3,-6,-6,-2,13,-17,11,-1,-19
COc1ccccc1-c1c(C)oc2c(CN3CCCC(C)C3)c(O)ccc2c1=O (configuration not stated),7,14,11,19,-6,2,6,12,nt,4,-15
Cc1ccc(C(=O)O)cc1N1C(=O)c2cccc3cc(Br)cc(c23)C1=O,5,24,14,7,13,-3,-18,-14,4,6,-18
Cc1ccc2nc(-c3cccnc3)oc2c1,-85,-234,-266,-29,-70,-2,-120,-18,1,-20,8
